# Screening results: PubChem BioAssay, National Center for Advancing Translational Sciences (NCATS)
# TRPV1 ag = HTS Assay for Compounds that Act as Agonists of the Vanilloid Receptor 1; Transient receptor potential cation channel subfamily V member 1 (Homo sapiens), Q8NER1; TRPV1-expressing cells, Fluo-8 calcium influx, agonist mode; activation, % at 8.33 µM; actives 0.19% (n = 320,000); in the data active means activation above about 80%; inconclusive means between about 30% and that limit; further: 0% is about no effect
#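 TRPV1-expressing cells were cultured overnight at 35.5C and loaded with Fluo-8 calcium dye for 40 to 90 min at room temperature. After a 10 s baseline, compound was added and calcium influx was read kinetically for 3 min (ex 480/em 520 nm).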
# KCNH2 WT inh = qHTS for Inhibitors of KCHN2 3.1: Wildtype qHTS | Voltage-gated inwardly rectifying potassium channel KCNH2 (Homo sapiens), Q12809 | U2OS, BacMam KCNH2, thallium flux FluxOr; hits give low values | activity change, % at 1.84 µM | actives 0.37% (n = 340,000) | AID 720551, 2013;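 active means maximum activity change below -70%; inconclusive means maximum activity change between -70% and -50%; inactive means maximum activity change above -50%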; further: on the % scale 0 is the no-effect control and ±100 the full control effect
#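 U2OS cells transduced with wild-type KCNH2 virus are loaded with FluxOr dye for 45 min, and thallium flux is measured in kinetic reads before and after stimulation buffer. Rate constants are normalized to DMSO controls.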
# PKM2 activator = qHTS Assay for Activators of Human Muscle isoform 2 Pyruvate Kinase; Pyruvate kinase PKM (Homo sapiens), P14618; purified PKM2, Kinase-Glo ATP luminescence, activation; response scale: 0% is enzyme alone, no compound; Potency, µM (titrated, usually from 57.5 µM), for inactives: top-dose activation, hits mostly activators; actives 0.34% (n = 260,000); AID 1631, 2009; further: potency means the concentration at half of the fitted maximal effect; on the % scale 0 is the no-effect control and ±100 the full control effect; nearly all actives have a fitted effect of over 55% in size
# Target sequence (P14618 whole entry, looked up, canonical isoform): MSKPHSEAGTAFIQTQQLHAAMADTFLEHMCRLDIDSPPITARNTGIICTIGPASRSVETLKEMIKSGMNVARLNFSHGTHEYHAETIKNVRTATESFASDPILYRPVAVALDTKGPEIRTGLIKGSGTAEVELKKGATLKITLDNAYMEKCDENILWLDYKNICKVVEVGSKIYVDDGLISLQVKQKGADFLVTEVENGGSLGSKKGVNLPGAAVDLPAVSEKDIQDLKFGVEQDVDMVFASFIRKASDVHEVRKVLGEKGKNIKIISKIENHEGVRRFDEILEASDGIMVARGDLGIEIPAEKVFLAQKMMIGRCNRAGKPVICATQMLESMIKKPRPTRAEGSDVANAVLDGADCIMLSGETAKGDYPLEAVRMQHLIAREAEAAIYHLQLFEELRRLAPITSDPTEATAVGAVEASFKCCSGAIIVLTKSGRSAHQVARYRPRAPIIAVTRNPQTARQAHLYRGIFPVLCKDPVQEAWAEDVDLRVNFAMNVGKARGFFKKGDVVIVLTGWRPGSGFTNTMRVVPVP
#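 Purified hPK-M2 (>95%) run at intermediate activity with 0.1 mM ADP and 0.5 mM PEP in 50 mM imidazole pH 7.2, KCl, MgCl2; 1 h room temperature. ATP formed read by Kinase-Glo luminescence; normalized to uninhibited and no-enzyme controls.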
# GALK inh = qHTS Assay for Inhibitors of Human Galactokinase (GALK); P51570; Purified GALK, Kinase-Glo residual ATP luminescence; Potency, µM (series often up to 57.5 µM), for the others: at the top dose activity change, negative = inhibition, actives largely listed as inhibitors; actives 0.007% (n = 270,000); AID 1868, 2009; further: potency means the concentration at half of the fitted maximal effect; on the % scale 0 is the no-effect control and ±100 the full control effect
# Target sequence (P51570 whole entry, looked up): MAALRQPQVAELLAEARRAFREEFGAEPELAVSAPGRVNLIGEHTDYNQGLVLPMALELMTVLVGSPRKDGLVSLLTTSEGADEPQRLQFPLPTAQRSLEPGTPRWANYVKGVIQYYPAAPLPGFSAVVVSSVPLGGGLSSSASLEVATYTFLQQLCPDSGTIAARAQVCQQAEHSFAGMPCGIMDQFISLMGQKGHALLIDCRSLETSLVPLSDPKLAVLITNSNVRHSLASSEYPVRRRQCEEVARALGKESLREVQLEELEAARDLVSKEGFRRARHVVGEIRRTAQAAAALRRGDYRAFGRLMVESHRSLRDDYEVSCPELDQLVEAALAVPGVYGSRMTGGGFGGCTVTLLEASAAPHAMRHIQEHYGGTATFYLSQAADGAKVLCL
#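 Galactose (100 uM) and ATP (35 uM) were turned over by 5 nM GALK for 1 h at RT. Kinase-Glo Plus then converted the remaining ATP into a luminescent signal.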
# KCNH2 3.1 inh = qHTS for Inhibitors of KCHN2 3.1: Mutant qHTS; U2OS KCNH2 3.1, thallium flux FluxOr; hits give low values; activity change, % (tested at about 1.8 µM); actives 0.95% (n = 340,000); AID 720553, 2013;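 active means maximum activity change below -70%; inconclusive means maximum activity change from -70% to -50%; inactive means maximum activity change above -50%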;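 further: thallium influx rate constant from kinetic fluorescence after stimulation buffer; on the % scale 0 is the no-effect control and ±100 the full control effect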
#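 Channel expression came from 3.1 mutant virus (1.77 x 10^8 /mL) applied to suspended U2OS cells for 4 h. Flux was tracked with FluxOr dye plus Red40 quencher, and kinetic rate constants normalized to controls.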
# Coupling enz = qHTS Assay for Inhibitors of Fructose-1,6-bisphosphate Aldolase from Giardia Lamblia: Coupling assay counterscreen; actives 0.67% (n = 290,000); activity change, negative = inhibition, % at 58.2 µM, hits read low; coupling enzyme system counterscreen, AmpLite Red fluorescence; in the data active means activity change below about -30%; further: on the % scale 0 is the no-effect control and ±100 the full control effect
#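 Final compound at 57.5 uM, incubated 10 min at RT with coupling enzyme reagent (glyceraldehyde-3-phosphate), then 20 min with substrate and AmpLite Red detection. Fluorescence read at 525/598 nm; tests interference with the coupling assay, not aldolase inhibition.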
# Menin MLL FP TR = qHTS Assay for Inhibitors Targeting the Menin-MLL Interaction in MLL Related Leukemias: Competition With Texas Red Labeled MLL-derived Mutant Peptide; actives 0.23% (n = 270,000); AID 1768, 2009; Menin + Texas Red MLL mutant peptide, fluorescence polarization; O00255; Potency, µM (top dose mostly 61.6 µM), for inactives: at the top dose FP activity change, negative = inhibition, hits mostly inhibitors; active means well fitted inhibition curve with a large enough effect in the polarisation, with a control signal flat, not every such curve was filed as active; inconclusive means small, poorly fitted or top-dose-only effect, or effect the other way, or a change in a side signal; inactive means no such curve, though single readings can be large or run the other way; the % refers to the polarisation; further: potency means the concentration at half of the fitted maximal effect; % of control where 0% means no effect; many of its hits are not listed in these tables
# USP2a block = qHTS Assay for Inhibitors of Ubiquitin-specific Protease USP2a Using CHOP2 as the Reporter; USP2 core, Ub-CHOP2 coupled fluorogenic reporter, 485/531; Potency, µM (highest dose often 38.3 µM), inactives show at the top dose activity change, negative = inhibition, actives largely listed as inhibitors; Ubiquitin carboxyl-terminal hydrolase 2 (Homo sapiens), O75604; actives 0.01% (n = 330,000); AID 463254, 2010;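 further: potency means the concentration at half of the fitted maximal effect; plate controls were DMSO wells for no effect and full inhibition by NEM control for full effect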
#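 Cell-free coupled assay: 10nM USP2 core preincubated 30min RT with compound in Tris-HCl pH 8.0/CaCl2/CHAPS buffer, then 25nM Ub-CHOP2 and 25nM reporter substrate; fluorescence (Ex 485/Em 531) read after 60min RT, normalized to NEM inhibition, concentration-response curves fitted.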
# CXXC DNA block = qHTS Fluorescence Polarization Assay for Inhibitors of MLL CXXC domain - DNA interaction; Histone-lysine N-methyltransferase 2A (Homo sapiens), Q03164; MLL-CXXC / FITC-HOXA9 DNA fluorescence polarization; Potency, µM (series often up to 115 µM), without a hit: at the highest dose activity change, negative = inhibition, most hits filed as inhibitors; actives 0.037% (n = 290,000); AID 2662, 2010; active means well fitted inhibition curve with a large enough effect in the polarisation, with a control signal flat, not every such curve was filed as active; inconclusive means small, poorly fitted or top-dose-only effect, or effect the other way, or a change in a side signal; inactive means no such curve, though single readings can be large or run the other way; the % refers to the polarisation; further: potency means the concentration at half of the fitted maximal effect
#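 Purified MLL-CXXC (added from a 7 uM solution) was preincubated 5 min at ambient with pinned compounds in 50 mM Tris-HCl pH 7.5, 50 mM NaCl, 1 mM DTT, 0.05% BSA. Fluorescein-labeled HOX-A9 DNA (50 nM solution) followed, 30 min, then polarization read.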
# Giardia kill = Small Molecules that selectively kill Giardia lamblia: qHTS; Giardia lamblia trophozoite viability; activity change, % at 7.66 µM, hits read low; actives 0.15% (n = 340,000); AID 540267, 2011; in the data active means activity change below about -80%; inconclusive means between about -30% and that limit;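 further: parasites exposed to compound for two days anaerobically before the ATP read; on the % scale 0 is the no-effect control and ±100 the full control effect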
#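 Compounds were tested on trophozoites seeded at 100 cells/well and held 48 hrs at 37 deg C anaerobically. An ATP-based luminescent kit measured the remaining live cells.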
# B2AR arrestin = qHTS assay of beta-arrestin-biased ligands of beta2-adrenergic receptor; AID 492947, 2010; actives 0.02% (n = 330,000); beta-arrestin recruitment to beta2AR, cell-based reporter; Potency, µM (titrated, usually from 46.1 µM), for inactives: top-dose activation, hits mostly activators;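 further: potency means the concentration at half of the fitted maximal effect; 0% = DMSO controls and full agonism = EC100 isoproterenol or metaproterenol; nearly all actives have a fitted effect of over 65% in size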
# * = called active by the depositor; ? = inconclusive; . = no result given; [ ] = remark or other dose. Unless noted, the call rests on the fitted dose curve; in most records, active means well fitted curve in the direction sought with a large enough effect; inconclusive means small, poorly fitted or top-dose-only effect, or another doubt; inactive means no such curve, though single readings can be large; an effect the other way counts as inactive or inconclusive.
structure,TRPV1 ag,KCNH2 WT inh,PKM2 activator,GALK inh,KCNH2 3.1 inh,Coupling enz,Menin MLL FP TR,USP2a block,CXXC DNA block,Giardia kill,B2AR arrestin
CCOC(=O)C(CCCOc1cccc(CC)c1)C(=O)OCC,24,8,-5%,1%,-22,0,-5%,2%,12%,-15,-0.1%
CCOCc1nnc(NC(=O)c2c(-c3ccccc3)noc2C)s1,-1,-13,-6%,15%,0,3,-10%,2%,24%,9,0.2%
O=C(CN1CCOCC1)Nc1ccc([N+](=O)[O-])cc1,0,5,-1%,5%,-11,-1,11%,-1%,-3%,18,-0.3%
COc1ccc(/C=N/n2cnnc2SCCO)cc1OC,1,-3,0%,-1%,9,0,-17%,3%,-12%,-6,0.1%
O=C(Cn1cnc2ccccc2c1=O)Nc1ccc(S(=O)(=O)N2CCCC2)cc1,-3,-1,1%,-1%,10,3,3%,11%,4%,-11,-0.1%
CCOc1cccc(NC(=O)c2cnccc2C(F)(F)F)c1,-2,-4,-6%,4%,6,-1,.,0%,-20%,-8,-0.2%
CCOc1ccccc1CN1CCN(Cc2cn(C)nc2-c2ccccc2)CC1CCO (stereo not given),-1,-6,0%,-1%,-33,-2,-15%,0%,11%,-6,0.1%
COc1cc(S(=O)(=O)NCC2(N3CCCCC3)CCCCC2)ccc1NC(C)=O,-2,5,.,.,3,.,.,1%,.,-15,-0.3%
Cc1ccc(N(CC(=O)NC2CCCC2)C(=O)Cn2nnc(-c3ccccc3F)n2)cc1,1,0,.,1%,6,-1,?,2%,33%[activator],5,0.2%
C[C@H](CO)N1C[C@H](C)[C@@H](CN(C)Cc2ccc3c(c2)OCO3)Oc2c(NC(=O)C3CCCCC3)cccc2C1=O,.,-4,.,.,-96*,.,.,7%,.,-14,0.1%
Cc1c(OC(C)C(=O)N[C@H](C(=O)O)c2ccccc2)ccc2c3c(c(=O)oc12)CCCC3 (stereo not given in full),-3,3,?,.,3,8,-26%,2%,-19%,7,0.0%
O=C(Nc1ccccc1C(=O)Nc1ccccc1)c1cccs1,-3,4,3%,-1%,-2,1,?,-1%,0%,11,-0.4%
CC(=O)Nc1ccc(NC(=O)CN(c2cccc([N+](=O)[O-])c2)S(C)(=O)=O)cc1,3,0,2%,-3%,15,-1,-13%,2%,-25%,8,-0.4%
O=C(Cn1nc(-c2ccccc2)ccc1=O)N1CCCCC1,-2,9,.,.,1,2,.,-1%,9%,8,0.2%
CCCOc1ccc(C(=O)Nc2ccc(N3CCN(C(=O)c4ccco4)CC3)cc2)cc1,8,-2,-11%,-1%,-17,.,.,1%,8%,21,-0.5%
Cc1cccc(C(C(=O)NCc2ccc(F)cc2)N(C(=O)c2csnn2)C2CC2)c1 (stereo not given),1,11,-1%,-2%,-3,0,9%,2%,8%,-1,0.1%
Cc1cc(C)nc(NC(=O)C(c2ccccc2)c2ccccc2)n1,1,-14,4%,-3%,-47,-3,-14%,1%,0%,7,0.3%
Cc1cc(OCC(=O)N2CCC(O)(c3ccc(Cl)cc3)CC2)c2c(C)cc(=O)oc2c1,1,10,.,-11%,-6,0,39%[activator],0%,-11%,-8,0.4%
Cc1cccc(C)c1OCC(O)CNS(=O)(=O)c1ccccc1C(=O)N1CCCCC1 (stereo not given),-4,-16,8%,-2%,23,-2,-1%,5%,-5%,-6,-0.3%
Cc1ccc2nc(-c3ccc(N)cc3)sc2c1,1,1,-17%,7%,5,-1,.,-2%,-3%,?,0.3%
COc1cc(OC)cc(C(=O)Nc2ccc(S(=O)(=O)Nc3cc(C)on3)cc2)c1,2,-16,-1%,2%,0,8,-12%,9%,-1%,3,0.4%
COc1ccc(Cl)cc1NC(=O)COC(=O)C1CC(=O)N(Cc2ccccc2)C1 (stereo not given),.,14,.,.,-10,.,.,-1%,.,5,-0.1%
CN1CCN(S(=O)(=O)c2cccc(C(=O)NC3(C)CCS(=O)(=O)C3)c2)CC1 (stereo not given),1,5,.,.,?,.,.,5%,.,8,-1.3%
O/N=C1\CC(O)Cc2nonc21 (stereo not given),2,-9,-8%,4%,6,4,9%,-1%,1%,-10,-0.2%
O=C(c1ccccc1)N1CCN(C(=O)c2cc3ccccc3oc2=O)CC1,-1,-8,.,0%,3,5,.,1%,18%,5,-1.0%
CC1CC(C)CN(C(=O)c2ccc3c(c2)OCCO3)C1 (stereo not given),7,2,.,.,-3,.,.,0%,.,-1,-2.3%
CSc1ccc(N/N=C(/C#N)S(=O)(=O)C(C)(C)C)cc1,-1,-2,-2%,0%,3,0,?,9%,0%,-17,0.0%
CN(Cc1ccccc1)S(=O)(=O)c1ccc(C(=O)Nc2nnc(C3CC3)o2)cc1,-5,0,1%,-5%,-12,6,?,2%,9%,1,0.3%
CCOc1ccc(Cn2nnc(-c3ccc(S(C)(=O)=O)cc3)n2)cc1OCC,0,20,.,.,10,.,.,0%,.,1,-0.8%
CCCN1CCN(c2ncnc3c2nnn3Cc2ccccc2)CC1,16,0,-3%,-1%,0,-3,-26%,2%,1%,26,-0.6%

# Next section.
structure,TRPV1 ag,KCNH2 WT inh,PKM2 activator,GALK inh,KCNH2 3.1 inh,Coupling enz,Menin MLL FP TR,USP2a block,CXXC DNA block,Giardia kill,B2AR arrestin
CC(C)(C)c1csc(NC(=O)Cn2c(=O)oc3ccccc32)n1,24,11,7%,0%,-1,0,10%,0%,3%,0,0.3%
Cc1cc(NC(=O)C2C3C(=O)N(Cc4ccc(Cl)cc4)C(C(=O)NC(C)(C)C)C34C=CC2(C)O4)no1 (stereo not given),-2,1,-4%,3%,19,1,-9%,1%,0%,-18,-0.3%
O=C(COc1ccc([N+](=O)[O-])cc1)Nc1ccc(N2CCCC2)cc1,7,15,10%,0%,3,5,?,0%,-10%,-28,-0.3%
COc1ccc(S(=O)(=O)Nc2ccc3c(c2)OCO3)cc1Cl,-16,11,26%,1%,3,7,12%,2%,-1%,-12,-0.3%
O=C1N/C(=C/c2cccn2-c2ccccc2)C(=O)N1Cc1ccccc1F,1,-13,6%,0%,-3,0,0%,4%,2%,14,-0.9%
CN(C)/C=C1\C(=O)N(c2ccc(Cl)c(Cl)c2)CS1(=O)=O,-1,8,-7%,7%,-8,1,4%,-3%,4%,18,0.2%
CN(C)/C=C1/Sc2ccccc2C1=O,0,0,-6%,0%,-6,-4,22%,0%,0%,-9,-0.8%
COc1ccc(Br)cc1C(=O)Nc1cccc2ncccc12,0,.,3%,-1%,16,0,13%,3%,8%,15,-0.2%
O=C1NC(c2ccccc2)CCC1(Cl)Cl (stereo not given),11,-5,-19%,2%,2,14,-15%,6%,-4%,-10,-0.4%
O=C(c1ccccc1)c1ccc2nc(N3CCN(C(=O)c4ccco4)CC3)c3nncn3c2c1,.,-29,?,1%,14,-1,-9%[11.7 µM],3%,4%,-11,-0.6%

# Compound profiles, from the list above. Screens in order: TRPV1 ag | KCNH2 WT inh | PKM2 activator | GALK inh | KCNH2 3.1 inh | Coupling enz | Menin MLL FP TR | USP2a block | CXXC DNA block | Giardia kill | B2AR arrestin
# `O=C(COc1ccc([N+](=O)[O-])cc1)Nc1ccc(N2CCCC2)cc1` is entered as 7 | 15 | 10% | 0% | 3 | 5 | ? | 0% | -10% | -28 | -0.3%
# `O=C(c1ccccc1)c1ccc2nc(N3CCN(C(=O)c4ccco4)CC3)c3nncn3c2c1` is entered as . | -29 | ? | 1% | 14 | -1 | -9%[11.7 µM] | 3% | 4% | -11 | -0.6%

# Only part of the results is shown, so the mix of outcomes need not match the whole.
